# human PMI inhibitors: MPI inhibition at elevated mannose 6-phosphate – biochemical, fluorescence intensity, high mannose 6-phosphate, primary screen (AID 1220); recombinant PMI enzyme, coupled fluorescence intensity; higher % means a stronger effect; one-dose inhibition, % at 20 µM; IC50 in µM for titrated hits; actives 0.66% (n = 190,000)
# b-catenin transl: alters nuclear translocation of beta-catenin in HeLa cells | actives 0.3% (n = 190,000) | immunofluorescence imaging | nuclear translocation activity, % at 5 µM;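 active = nuclear translocation activity above 50% at 5 µM, with a well cell count of 50 or more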;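 also: per-cell ratio of nuclear to cytoplasmic median beta-catenin stain intensity; plate controls were DMSO negative control for no effect and GSK-3 inhibitor IX positive control for full effect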
#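 System: HeLa cells, endogenous beta-catenin; compound dosing: 5 µM primary single dose, 0.1% DMSO, 0.02–20 µM confirmation series; incubation: 24 h compound exposure at 37°C, 5% CO2; signal: beta-catenin immunofluorescence imaging with DAPI; evaluation: % activation, nuclear-to-cytoplasmic median beta-catenin signal ratio per cell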
# Ins promoter up: MIN6 insulin promoter up-regulation; MIN6 insulin promoter-GFP reporter, high-content imaging; active compounds read high; z-score at 5 µM; actives 0.3% (n = 190,000);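 active = z-score above 3 at 5 µM with at least 500 cells counted in the well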
# Autophagy mod: autophagy modulation, high-content screen | calls only at 10 µM (by protocol) | MEF GFP-LC3 puncta imaging; test concentration mostly 10 µM | actives 0.98% (n = 190,000);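 active = percentage of spot-positive cells more than 3 SD above its plate mean, without a fluorescence outlier flag or 80% toxicity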;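 also: spot-positive cell cutoff set from DMSO-treated cells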
# Yfh1-off respiration: enhancers of respiration in Yfh1-depleted yeast, dose response, Friedreich's ataxia, plus single-dose screen (AID 1465); S. cerevisiae Yfh1-off respiration, WST-1 reduction, 72 h; higher fold induction means a stronger effect; one-dose fold induction at 50 µM; EC50 in µM for titrated hits; actives 0.074% (n = 220,000);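 active = fold induction of absorbance versus untreated yeast above a set limit, then at least 30% activation at any dose in follow-up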;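 also: activators that raise dye reduction in frataxin-depleted yeast; strong numbers were not always called active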
# WT yeast gro inh: growth inhibition of WT yeast, mitochondrial fusion screen; actives 2.1% (n = 190,000); mitochondrial fusion phenotypic screen, WT strain; inhibition, % at 10 µM; in the data active = inhibition above about 58%; tested in S. cerevisiae
# human PMI inhibition: MPI enzyme activity inhibition – biochemical, fluorescence intensity, coupled assay, primary screen (AID 1209); actives 0.42% (n = 190,000); purified PMI enzyme, coupled fluorescence intensity; higher % means a stronger effect; one-dose inhibition, % at 20 µM; IC50 in µM for titrated hits;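 also: plate controls were DMSO vehicle for no effect and wells lacking substrate for full effect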
# MT stabilize HCS: microtubule stabilization, imaging screen | HeLa tubulin immunostaining HCS, 24 h; share of cells brighter than vehicle mean+2SD | % tubulin-high responders, % at 10 µM | actives 0.83% (n = 200,000) | AID 2205;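 active = plate Z-score above 3 for both tubulin-high and condensed-nucleus cell shares, with cell loss under 80%, at 10 µM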;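 also: anti alpha tubulin signal scored within the nucleus-defined area of each cell; some results filed as inactive read as strong as hits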
# Dynein transport: blocks dynein driven cargo transport along microtubules. 3617.4 mouse cells, GR-EGFP nuclear translocation imaging; test concentration mostly 20 µM; stimulated with dexamethasone, 1 µM; active compounds read low. z-score, hits read low. actives 0.47% (n = 220,000);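 active = plate z-score of nuclear minus cytoplasmic receptor signal below a set negative limit, without overly bright fluorescence or cell loss, cut at about -3.5 in these data, passing the limit was not always enough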;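 also: z-score of nuclear minus cytoplasmic ring GR-EGFP intensity difference per well; some compounds called inactive have numbers as strong as hits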
#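 medium = tetracycline-free induction medium containing charcoal-stripped FBS | probe or stimulus = dexamethasone, 1.0 µM final | timing = 48 h induction, then 1 h compound, then 30 min agonist, 37 °C | detection = automated 10x imaging of fixed Hoechst-stained cells | read-out basis = nuclear versus cytoplasmic GR-EGFP signal, averaged per well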
# WT yeast gro inh mutant strain: also measured in WT yeast gro inh; calls as there; inhibition, %; mitochondrial fusion phenotypic screen, mutant strain inhibition
# Dynein transport cytoplasmic EGFP: also measured in Dynein transport; calls as there; z-score; measured here: cytoplasmic GR-EGFP intensity; active compounds read high
# Dynein transport nuclear GR-EGFP: second read-out of Dynein transport, no call of its own (marks repeat the call); z-score; measured here: nuclear GR-EGFP intensity;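 lower value marks the stronger effect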
# Dynein transport cell count: further read-out of Dynein transport, marked with its call; z-score; measured here: cell count per field
# Ins promoter up cell count: also measured in Ins promoter up; calls as there; cell count; measured here: cytotoxicity, nuclei count;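 total cells summed across four imaged fields per well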
# b-catenin transl cell count 5 µM: further read-out of b-catenin transl, marked with its call; cell count; measured here: cell count, cytotoxicity flag
# MT stabilize HCS Hoechst-high %: also measured in MT stabilize HCS; calls as there; % Hoechst-high responders; measured here: nuclear condensation Hoechst responders;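 share of cells brighter than vehicle mean plus two SD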
# MT stabilize HCS cytotoxicity %: also measured in MT stabilize HCS; calls as there; toxicity, %; measured here: cytotoxicity by cell density;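 0% = mean cell density of plate MIN control wells and 100% = no cells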
# Autophagy mod cell loss 18 h: recorded beside Autophagy mod, whose call it bears; toxicity, %; measured here: cell loss, nuclei count;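 cell loss after 18 h compound exposure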
# The depositor's hits bear a star; i = inactive; x = no result given. Rule as the data show it, unless noted: active = inhibition above about 50%; inactive = the rest.
SMILES,human PMI inhibitors,b-catenin transl,b-catenin transl cell count 5 µM,Ins promoter up,Ins promoter up cell count,Autophagy mod,Autophagy mod cell loss 18 h,Yfh1-off respiration,WT yeast gro inh,WT yeast gro inh mutant strain,human PMI inhibition,MT stabilize HCS,MT stabilize HCS Hoechst-high %,MT stabilize HCS cytotoxicity %,Dynein transport,Dynein transport cytoplasmic EGFP,Dynein transport nuclear GR-EGFP,Dynein transport cell count
CC(C)(C)[C@H]1C=C(C(=O)N2CCN(Cc3ccc4c(c3)OCO4)CC2)O[C@@H](OCCCCO)C1,8%,-0.9,1173,0.4,1472,i,12,i,7,8,13%,3.9,0.9,6.7,2,-0.062,1.7,-2
CCc1nc(N)c(C#N)c(-c2cccn2C)c1C,x,x,x,x,x,i,-7,i,x,x,x,3.9,1.7,1.9,0.59,-0.17,0.19,0.86
COCCCn1c(SCC(=O)NC(C)C)nnc1-c1ccccc1,1%,-1.1,1127,-0.29,1360,i,-11,i,4,5,-6%,3.0,2.5,6.5,0.37,-0.19,0.29,-0.37
COc1cc(C)c(S(=O)(=O)NC2CC(C)(C)NC(C)(C)C2)cc1C,-3%,x,x,-0.9,949,i,0,i,-3,7,-3%,2.5,1.3,11,1.8,0.2,1.3,-0.69
CCNC(=O)c1cc2c(=O)n3cccc(C)c3nc2n(CCc2ccccc2)c1=N,9%,-1.6,1085,-1.4,1332,i,9,i,16,4,9%,4.7,2.4,5.9,-1.2,-0.076,-0.52,0.38
CC(C)CCn1c(SCCc2ccccc2)nc2c1c(=O)[nH]c(=O)n2C,-7%,-2.0,1185,-1.7,1050,i,27,i,9,16,-2%,3.6,2.6,19,3.2,-0.24,2.2,-2.2
O=C1OC(c2ccccc2)/C(=C(/O)c2ccccc2)C1=O (stereo unspecified),1%,-5.9,938,x,x,i,-7,i,-4,-3,4%,1.2,1.4,9.1,0.23,0.29,0.43,-0.39
Cc1cc(C(F)(F)F)n2nc(C(=O)O)c(Cl)c2n1,-3%,-2.0,1153,0.75,1121,i,22,i,10,8,7%,3.6,2.1,0.2,2.3,-0.13,2.2,-1.1
Cc1ccccc1Cc1c(C)nc2c(C(=O)NCc3ccco3)cnn2c1C,-2%,-3.0,952,-0.09,1382,i,-8,i,7,3,-2%,4.9,2.5,7.4,-1.9,-0.24,-0.79,0.59
CSC(=S)N/N=C/c1ccc(Br)cc1,-2%,-2.2,1106,-0.39,1518,i,-6,i,68*,24*,-4%,1.4,2.3,1.7,1.9,-0.23,1.5,-1.4
COC(=O)C(CCCCNC(=O)c1ccc([N+](=O)[O-])cc1)NC(=O)c1ccc([N+](=O)[O-])cc1 (stereo unspecified),-2%,-0.9,494,-0.03,1147,i,-3,i,3,1,-5%,2.7,2.3,6.0,0.1,-0.068,-0.27,0.21
CCn1c(SCc2ccc(F)cc2)nc2c(c1=O)SCC2,1%,-1.7,953,-0.55,1624,i,8,i,23,-20,4%,0.5,1.5,12,1.2,-0.2,0.54,0.092
C=CCn1cc(C(=O)NCCOC)c(=O)c2cc(S(=O)(=O)N(CC)CC)ccc21,6%,-0.7,1039,1,1720,i,-8,i,-3,4,8%,2.8,1.6,7.7,0.39,-0.28,0.1,0.36
COC(=O)Nc1cc(C)n(-c2ccccc2)n1,x,-1.6,1149,-0.18,1457,x,x,i,x,x,x,x,x,x,0.5,-0.21,0.24,-0.87
Cc1oc2c(c1C(=O)NCc1cc(C(=O)O)co1)CCCC2,17%,-0.1,1079,x,x,i,-1,i,5,0,15%,6.5,11,96,0.11,-0.22,0.76,0.049
Cn1c(C(=O)O)c(CC(=O)N2CCC(Cc3ccccc3)CC2)c2ccccc21,11%,-2.0,525,0.04,1306,i,-10,i,-10,-6,6%,3.0,2.0,7.0,-0.17,-0.23,0.52,0.5
O=C(c1cc2ccccc2oc1=O)N(Cc1ccco1)C1CCS(=O)(=O)C1 (stereo unspecified),12%,0.1,1144,0.9,1224,i,0,i,-13,3,6%,1.2,1.2,3.9,-0.44,-0.2,-0.21,0.53
O=C1CC(c2ccco2)CC(O)=C1C=Nc1cc(Cl)cc(Cl)c1 (stereo unspecified),-16%,-1.1,1115,0.42,835,i,-7,i,10,7,-5%,1.1,1.5,4.9,-0.62,-0.28,-0.23,0.82
O=C(NC1CCCCC1)C(c1ccccc1)N(C(=O)Cc1ccsc1)c1ccccc1 (stereo unspecified),4%,-0.4,1046,0.25,1740,i,14,i,12,16,2%,1.5,1.5,1.2,0.11,-0.2,-0.46,0.19
N#C/C(=C(/O)C(Cl)(Cl)Cl)c1nc2ccccc2[nH]1,x,0.2,1335,0.38,1090,x,x,i,x,x,x,x,x,x,0.43,-0.084,0.55,-0.086
COc1ccc(-c2cc(CCCC(=O)NCc3ccccn3)no2)cc1,9%,-0.8,1132,1.1,870,i,10,i,15,-3,5%,1.9,4.1,11,-0.77,-0.24,-0.19,0.71
CCOC(=O)C1CCCN(Cc2cc(=O)oc3cc(C)c(C)cc23)C1 (stereo unspecified),9%,-2.6,1174,-0.83,1457,i,-7,i,-5,0,2%,1.7,2.1,4.4,0.11,0.12,-0.004,0.15
COc1cc(C(=O)Nc2nnc(C3CC3)s2)ccc1OCc1c(C)noc1C,-8%,2.0,937,-0.51,1234,i,10,i,6,-7,-10%,1.4,1.5,2.8,-0.63,-0.21,-0.6,0.65
COc1cccc(NC(=O)CN(c2ccc3c(c2)OCO3)S(C)(=O)=O)c1,2%,0.1,1033,0.07,1433,i,3,i,-8,-13,2%,2.3,2.4,7.3,0.26,-0.37,-0.45,0.17
COCCNC(=O)c1c(N)n(/N=C/c2ccc(F)cc2)c2nc3ccccc3nc12,x,2.5,1088,-0.53,1509,x,x,i,x,x,x,x,x,x,0.11,-0.29,-0.17,1.1
CO[C@H]1C=CO[C@@]2(C)Oc3c(C)c(O)c4c(O)c(c(C=NN5CCN(C6CCCC6)CC5)c(O)c4c3C2=O)NC(=O)C(C)=CC=C[C@H](C)[C@H](O)[C@@H](C)[C@@H](O)[C@@H](C)[C@H](OC(C)=O)[C@@H]1C,74%*,0.5,1063,-0.98,1406,x,x,i,8,9,51%*,x,x,x,x,x,x,x
COc1ccc(C)cc1N/C(N)=N/c1nc(C)cc(C)n1,3%,-2.7,1015,-0.2,1042,i,25,i,1,27,-10%,2.3,2.5,1.0,-1.1,-0.32,-0.42,0.089
CC1(C)OC(=O)C(=CNCC(O)c2ccccc2)C(=O)O1 (stereo unspecified),8%,0.1,1426,-0.01,1426,i,-4,i,-4,-5,16%,4.6,2.6,5.0,-0.13,-0.29,0.39,-0.24
O=C(/C=C/c1ccc(Br)cc1)c1ccc(NC(=O)c2ccco2)cc1,-9%,12,1044,-0.39,1427,i,11,i,29,-16,2%,5.7,1.3,8.6,-0.65,-0.11,-0.41,1.3
COc1ccc(CNC(=O)c2cccc(N(C)C)c2)cc1,6%,x,x,-0.33,1216,i,3,i,-24,-10,9%,3.2,1.4,8.6,0.12,-0.28,-0.022,0.21
Cc1csc(NC(=O)CCCSc2nc3ccccc3s2)n1,24%,-0.3,1032,0.76,1529,i,3,i,28,5,28%,2.0,1.7,20,-0.69,-0.21,-0.23,0.049
O=S(=O)(O)c1ccc(N=Nc2ccccc2)cc1,x,-4.0,1204,-0.11,1439,x,x,i,x,x,x,x,x,x,-0.43,-0.26,-0.25,0.92
CCOC(=O)c1ccc(-n2c(C)nc3c(cnn3-c3ccccc3C)c2=O)cc1,6%,-1.3,1084,-0.94,2061,x,x,i,-4,-6,9%,9.5,1.5,8.2,-0.4,-0.3,-0.15,0.76
CCN(C(=O)COC(=O)c1ccc(N2C(=O)c3ccccc3C2=O)cc1)C1CCS(=O)(=O)C1 (stereo unspecified),-5%,-1.6,1098,-0.19,1242,i,-12,i,-3,-1,-4%,4.2,1.9,7.2,-0.64,-0.27,-0.2,0.74
Nc1ccc2nc3c(=O)n(C4CCCCC4)c(=O)[nH]c3nc2c1,x,0.8,1337,2.6,1088,x,x,i,x,x,x,x,x,x,-0.3,0.055,0.66,-0.8
COc1ccc2c(c1OC)C(=O)N1c3ccccc3N=C(c3ccc([N+](=O)[O-])cc3)CC21 (stereo unspecified),-89%,-0.6,1019,0.67,1444,i,12,i,-4,1,-41%,7.0,1.8,4.1,-1.3,0.076,-0.86,-0.012

# Whole records, quoted from the list. Screens in order: human PMI inhibitors	b-catenin transl	b-catenin transl cell count 5 µM	Ins promoter up	Ins promoter up cell count	Autophagy mod	Autophagy mod cell loss 18 h	Yfh1-off respiration	WT yeast gro inh	WT yeast gro inh mutant strain	human PMI inhibition	MT stabilize HCS	MT stabilize HCS Hoechst-high %	MT stabilize HCS cytotoxicity %	Dynein transport	Dynein transport cytoplasmic EGFP	Dynein transport nuclear GR-EGFP	Dynein transport cell count
# CCN(C(=O)COC(=O)c1ccc(N2C(=O)c3ccccc3C2=O)cc1)C1CCS(=O)(=O)C1 (stereo unspecified) as listed: -5%	-1.6	1098	-0.19	1242	i	-12	i	-3	-1	-4%	4.2	1.9	7.2	-0.64	-0.27	-0.2	0.74
# CC1(C)OC(=O)C(=CNCC(O)c2ccccc2)C(=O)O1 (stereo unspecified) as listed: 8%	0.1	1426	-0.01	1426	i	-4	i	-4	-5	16%	4.6	2.6	5.0	-0.13	-0.29	0.39	-0.24
# CCOC(=O)c1ccc(-n2c(C)nc3c(cnn3-c3ccccc3C)c2=O)cc1 as listed: 6%	-1.3	1084	-0.94	2061	x	x	i	-4	-6	9%	9.5	1.5	8.2	-0.4	-0.3	-0.15	0.76
# Cc1csc(NC(=O)CCCSc2nc3ccccc3s2)n1 as listed: 24%	-0.3	1032	0.76	1529	i	3	i	28	5	28%	2.0	1.7	20	-0.69	-0.21	-0.23	0.049

# Screening results deposited in PubChem BioAssay by several laboratories.
